N370S GC mod: inhibitors or activators of N370S glucocerebrosidase for Gaucher disease. P04062. N370S GC spleen homogenate, 4MU-glucoside fluorescence. Potency, µM (doses to about 59.4 µM), without a hit: at the top dose activity change, negative = inhibition, hits mostly inhibitors. 0.092% of 330,000 active;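 also: 0% = full enzyme activity and -100% = no enzyme basal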
GCN5L2 inh: inhibitors of human GCN5L2 histone acetyltransferase | Q92830 | GCN5L2 HAT assay, ThioGlo1 CoA-SH fluorescence | Potency, µM (highest dose often 58.9 µM), for inactives: at the top dose activity change, negative = inhibition, most hits filed as inhibitors | 0.21% of 390,000 active | AID 504327
Target sequence (Q92830 whole entry, looked up): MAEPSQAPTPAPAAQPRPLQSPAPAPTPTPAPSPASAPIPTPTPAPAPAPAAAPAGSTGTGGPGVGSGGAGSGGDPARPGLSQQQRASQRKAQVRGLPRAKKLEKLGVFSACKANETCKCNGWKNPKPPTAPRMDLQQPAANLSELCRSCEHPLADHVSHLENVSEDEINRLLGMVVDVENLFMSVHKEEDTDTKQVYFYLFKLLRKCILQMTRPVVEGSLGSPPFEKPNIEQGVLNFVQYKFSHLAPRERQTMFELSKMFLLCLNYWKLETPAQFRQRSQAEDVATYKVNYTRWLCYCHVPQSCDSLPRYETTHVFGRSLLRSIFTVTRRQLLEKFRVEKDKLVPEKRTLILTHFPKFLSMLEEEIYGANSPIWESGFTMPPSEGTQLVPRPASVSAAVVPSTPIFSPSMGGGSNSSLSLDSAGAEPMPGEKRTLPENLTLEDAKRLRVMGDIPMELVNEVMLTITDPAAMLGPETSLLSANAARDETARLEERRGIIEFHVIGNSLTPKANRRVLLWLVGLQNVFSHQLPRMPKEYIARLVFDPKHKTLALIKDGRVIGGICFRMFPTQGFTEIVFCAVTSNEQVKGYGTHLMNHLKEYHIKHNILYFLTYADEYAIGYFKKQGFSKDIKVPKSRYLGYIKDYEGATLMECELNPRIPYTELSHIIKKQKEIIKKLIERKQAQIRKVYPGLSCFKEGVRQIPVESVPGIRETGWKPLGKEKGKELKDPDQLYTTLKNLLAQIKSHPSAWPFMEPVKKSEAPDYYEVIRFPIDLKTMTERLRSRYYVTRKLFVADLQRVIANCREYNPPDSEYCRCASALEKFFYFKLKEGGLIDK
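GCN5L2 (20nM final) in 50mM HEPES, 0.1mM EDTA pH 7.5, 0.01% Tween-20 was preincubated 15 min at room temperature with compound, then given ThioGlo1 (50uM), H3(1-25) peptide (75uM) and acetyl-CoA (70uM); CoA-thiol fluorescence (Ex340/Em540) was read at 0 and 20 min.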
FEN1 inhibitor: blocks human flap endonuclease 1; P39748; AID 588795; Potency, µM (highest dose often 114 µM), inactives show top-dose activity change, negative = inhibition, usual class: inhibitors; 0.35% of 390,000 active; Recombinant FEN1 flap cleavage, fluorescence, 15 min; also: nearly all actives have a fitted effect of over 65% in size
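Enzyme 10 nM, 15 min RT preincubation with compound; start with substrate 50 nM final; reads at 0 and 15 min; qHTS titration, four-parameter Hill fit.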
* = called active by the depositor; ? = inconclusive; . = not tested or not shown; & = joins results of further samples; [ ] = another dose, or the depositor's remark. Calls follow the shape of the dose curve; as a rule, active = well fitted curve in the direction sought with a large enough effect; inconclusive = small, poorly fitted or top-dose-only effect, or another doubt; inactive = no such curve, though single readings can be large; an effect the other way counts as inactive or inconclusive. Unless noted, % is scaled to controls: 0 for no effect and ±100 for the full control effect; potency is read from the fitted curve at half-maximal effect.

N370S GC mod,GCN5L2 inh,FEN1 inhibitor,Compound
8%[2.35 µM],?,-14%,Cc1cccn2c(=O)c3cc(C#N)c(=NC(=O)c4ccncc4)n(CCCOC(C)C)c3nc12
-13%,?,12%,COc1cc(/C=C2\SC(N)=NC2=O)ccc1O
-19%,-8%,12%,CCOC(=O)C1CCCN(Cc2ccc(OCc3ccccc3)c(OC)c2)C1 (stereo unspecified)
4%,-6%,-1%,O=C(COC(=O)c1ccccc1O)NCCCc1ccccc1
1%,0%,19%,C=C(C)Cn1c(N2CCCC2)nc2c1c(=O)[nH]c(=O)n2C
-3%,-3%,4%,O=C(Nc1cccc(-c2ccc(N3CCCCC3)nn2)c1)c1ccco1
.,-28%,-7%,CC(=O)Nc1cc(C(=O)N2CCCC2)ccc1S(=O)(=O)c1ccc(C)cc1
-1%,8%,4%,Cc1cccc(NC(=O)c2cc(-c3cc(C)c(C)cc3O)n[nH]2)c1
-10%,-2%,-1%,CSc1nc(C)c(C(=O)C[n+]2ccccc2C)cc1C#N
5%,1%,-9%,CCOC(=O)c1sc(NC(=S)NC(=O)C23CC4CC(CC(C4)C2)C3)cc1C
-5%,-5%,-3%,COc1ccc(CCN2C(=O)NC(NS(=O)(=O)c3ccc(Cl)cc3)(C(F)(F)F)C2=O)cc1OC (stereo unspecified)
6%,-1%,3%,CCC(C)NC(=O)CCSc1ccc(C)cc1 (stereo unspecified)
-5%,-4%,-1%,O=C(O)c1ccc(NC(=O)C2CC=CCC2C(=O)O)cc1 (stereo unspecified)
12%,-12%,-3%,COC(=O)c1scc(C)c1NS(=O)(=O)c1ccc(NC(C)=O)cc1
-7%,-1%,-10%,CC(NC(=O)Cc1ccc([N+](=O)[O-])cc1)c1ccc2c(c1)OCO2 (stereo unspecified)
-1%,-3%,16%,O=C(NCCN1CCN(C(=O)c2ccccc2Cl)CC1)C(=O)NCc1ccccc1
0%,-2%,-2%,Cc1ccc2c(Cl)c(C(=O)NC3CC3)sc2c1
-2%,1%,12%,O=C(CSc1n[nH]c(-c2cccnc2)n1)Nc1ccccc1[N+](=O)[O-]
-3%,-9%,-13%,CCc1ccc(CN(C)Cc2nc(-c3cccc(Cl)c3)no2)nc1
-5%,-5%,7%,O=S(=O)(Nc1nc2ccccc2nc1Nc1ccc2c(c1)OCO2)c1ccccc1
4%,-2%,-4%,CC1CCCCC1NC(=O)c1ccc(S(=O)(=O)NCc2ccco2)cc1 (stereo unspecified)
-1%,-17%,16%,Cc1c(Cl)cccc1NC(=O)c1cc(S(=O)(=O)N2CCOCC2)cn1C
1%&-1%,1%&31%,17%&-5%,C=CCn1c(P(C)(=O)O)nc2ccccc21
-13%,-5%,-2%,CC(C)CN1C2CCCC1CC(NC(=S)NCc1ccco1)C2 (stereo unspecified)
-14%,1%,30%,CC(C)CCC(CCNCc1ccccn1)c1ccc2c(c1)OCO2 (stereo unspecified)
-13%,13%,-1%,CCCc1nnc(NC(=O)CCC(=O)NCc2ccccc2OC)s1
5%,-3%,-1%,CC(C)N=C1SC(CC(=O)Nc2ccccc2)C(=O)N1C(C)C (stereo unspecified)
.,-15%,-3%,COc1cccc(Cc2nc3ccccc3nc2SCC(=O)Nc2cccc(C)c2)c1
10%,-12%,0%,O=C(CCC1CCCN(C(=O)c2ccc3c(c2)OCO3)C1)NCc1ccc(F)c(F)c1 (stereo unspecified)
-3%,-3%,-6%,Cc1cccc(-c2nc(CS(=O)CC(=O)NCCc3ccccc3)c(C)o2)c1 (stereo unspecified)
-2%,-2%,8%,COc1ccc(C(=O)CSc2nnc(-c3ccoc3C)n2CC2CCCO2)cc1 (stereo unspecified)
2%,-5%,22%&18%,[N-]=[N+]=NC[C@H](Cc1ccccc1)N1CC[C@@H](O)CCC1=O
8%,0%,-15%,Nc1nnnn1CC(=O)OCc1cccc(Br)c1
5%,-2%,13%,Cc1ccc2nc(NCCO)nc(-c3ccccc3)c2c1
21%,-11%,1%,Cc1c(NC(=O)CCC2CCCCC2)cc(C(=O)N2CCOCC2)cc1[N+](=O)[O-]
-2%,-20%,?,CC[n+]1c(/C=C/c2ccc(OC(C)=O)c(OC)c2)ccc2ccccc21
3%,-10%,8%,O=C1C(=O)N(CC2CCCO2)C(c2ccco2)/C1=C(/O)c1ccc(F)cc1 (stereo unspecified)
.,1%,-3%,COC(=O)[C@H](CC(C)C)NC(=O)Cn1cnc2c(NCc3ccccc3)ncnc21
-20%,-6%,19%,COc1ccc(/C=C/C2=Nc3ccccc3NC(C)(C)C2)cc1OC
-1%,-10%,-12%,CCCC(=O)Nc1ccc(S(=O)(=O)N2CCOCC2)cc1

Rewritten bar-delimited: part of the list above
canonical_smiles | N370S GC mod | GCN5L2 inh | FEN1 inhibitor
O=C1C(=O)N(CC2CCCO2)C(c2ccco2)/C1=C(/O)c1ccc(F)cc1 (stereo unspecified) | 3% | -10% | 8%
COc1ccc(/C=C/C2=Nc3ccccc3NC(C)(C)C2)cc1OC | -20% | -6% | 19%
Cc1ccc2nc(NCCO)nc(-c3ccccc3)c2c1 | 5% | -2% | 13%
CCCC(=O)Nc1ccc(S(=O)(=O)N2CCOCC2)cc1 | -1% | -10% | -12%
Nc1nnnn1CC(=O)OCc1cccc(Br)c1 | 8% | 0% | -15%
Cc1c(NC(=O)CCC2CCCCC2)cc(C(=O)N2CCOCC2)cc1[N+](=O)[O-] | 21% | -11% | 1%

Remaining list, next part.
N370S GC mod,GCN5L2 inh,FEN1 inhibitor,Compound
8%,25%,-10%,CCn1cc(CNC(=O)c2cccc([N+](=O)[O-])c2)c(C)n1
-1%,0%,-4%,COCCCN1C(=O)C(O)=C(C(=O)c2ccco2)C1c1cccc(Br)c1 (stereo unspecified)
-22%,-10%,-16%,Cc1ccc(C(=O)CSc2nnc(-c3ccc4[nH]c(C)c(C)c4c3)o2)cc1C
14%,-11%,-9%,O=S(Cc1ccc(Br)cc1)Cc1nnc(SCc2ccc(Br)cc2)n1-c1ccccc1 (stereo unspecified)
-5%,-10%,2%,CCc1nn(CC(=O)NCCCN2CCCC2=O)c(=O)c2cc3sccc3n12
22%,0%,-23%,CCOC(=O)Cc1ccc(NC(=O)c2ccc(C(C)(C)C)cc2)cc1
-13%,-15%,-9%,CC(=O)Nc1ccc(S(=O)(=O)N(C)CC(=O)OCC(=O)c2cc(C)n(-c3ccc4c(c3)OCO4)c2C)cc1
-4%,-17%,5%,CCOc1ccc(C(=O)NCCc2cnc[nH]2)cc1OCC
19%,-5%,4%,O=C(Cc1cccs1)N(Cc1cccs1)C1(C(=O)NC2CCCC2)CCCCC1
6%,-2%,-10%,COc1ccc(C/C(N)=N/OC(=O)Cc2ccccc2)cc1
-13%,2%,-2%,Cc1c(/C=N\NC(=O)c2ccc(F)cc2)cnn1C
9%,0%,3%,CCCCCN(C(=O)CCC(=O)OCC(=O)N(CC)C1CCCCC1)c1c(N)n(CCCC)c(=O)[nH]c1=O
13%,-5%,-9%,Cc1ccc(N2C(=O)C3N=NN(CC(=O)N4N=C(c5ccccc5)CC4c4ccccc4)C3C2=O)cc1 (stereo unspecified)
0%,1%,-7%,COc1ccccc1NC(=O)NCCN1CCCCC1
-3%,-5%,0%,COCCNC(=O)C(c1ccc(F)cc1)N(Cc1cccs1)C(=O)CCC(=O)Nc1ccccn1 (stereo unspecified)
4%,-1%,-4%,COC(=O)Nc1ncc(CN2C(=O)c3ccccc3C2=O)s1
-5%,-2%,0%,COc1ccc(N(C(=O)c2ccc(Cl)cc2)C2=CC3CCC(C2)N3C)cc1 (stereo unspecified)
0%,-20%,-36%,CCc1nnc(NC(=O)CCS(=O)(=O)c2ccccc2)s1
-18%,8%,-17%,NS(=O)(=O)c1ccc(N2C(=O)C(=O)/C(=C(/O)c3ccccc3)C2c2ccc(Cl)cc2)cc1 (stereo unspecified)
-6%,1%,12%,O=c1cc(N2CCc3ccccc3C2)[nH]c(=O)n1-c1ccccc1Cl
0%,-21%,-3%,Cc1nc(N2CCN(c3ccccn3)CC2)c2c(C)c(C(=O)Nc3ccc(Br)cc3C)sc2n1
5%,-8%,-2%,COc1ccc(C(=O)Nc2ccc(S(=O)(=O)Nc3nccnc3OC)cc2)cc1OC
9%,-1%,-21%,Cc1ccc(-n2ncc(C(=O)NCc3ccc4c(c3)OCO4)c2NC(=O)c2ccco2)cc1C
-1%,2%,1%,O=C(O)c1cc(S(=O)(=O)Nc2cccc3ccccc23)c(Cl)cc1Cl
-5%,0%,1%,O=C(NCc1cccnc1)C1c2ccccc2C(=O)N1Cc1ccco1 (stereo unspecified)
-1%,-4%,1%,CCN(CC)C(=O)Nc1c(C)n(C)n(-c2ccccc2)c1=O
.,0%,3%,COc1ccc(-c2cc(C(=O)NCCc3ccccc3)c3c(-c4ccccc4)[nH]nc3n2)cc1
0%,-15%,-8%,CCN1C(=O)[C@H]2[C@@H](c3ccc(SC4CCCCC4)cc3)N[C@@](CC(C)C)(C(=O)OC)[C@H]2C1=O
-18%,0%,12%,NC(=O)NC(CC(=O)Nc1cccnc1)c1cccc(Br)c1 (stereo unspecified)
15%,?,-2%,COc1ccc(-n2nc(C(=O)NCC(=O)N3CCC(C)CC3)c3ccccc3c2=O)cc1Cl
-7%,?,.,Cc1nc2cnc(Nc3ccccc3)nc2n(Cc2cccs2)c1=O
.,-5%,3%,Cc1ccc(NC(=O)Cn2c(=O)oc3cc(S(=O)(=O)NCc4ccccc4)ccc32)cc1

A second format for three compounds above:
Structure: COc1ccccc1NC(=O)NCCN1CCCCC1
  N370S GC mod = 0%
  GCN5L2 inh = 1%
  FEN1 inhibitor = -7%

Structure: Cc1ccc2nc(NCCO)nc(-c3ccccc3)c2c1
  N370S GC mod = 5%
  GCN5L2 inh = -2%
  FEN1 inhibitor = 13%

Structure: CCc1nn(CC(=O)NCCCN2CCCC2=O)c(=O)c2cc3sccc3n12
  N370S GC mod = -5%
  GCN5L2 inh = -10%
  FEN1 inhibitor = 2%

Following part.
N370S GC mod,GCN5L2 inh,FEN1 inhibitor,Compound
-9%,11%,-2%,CCO[C@@H]1OC(C(=O)O)=C[C@H](c2coc3ccccc3c2=O)[C@H]1CCCO
-12%,1%,-7%,C=CCOn1c(=O)c(=O)n(OCc2ccccc2)c2ccccc21
10%,-6%,12%,COCCN1C=C(C(=O)OC)C(c2ccc(OC)c(OC)c2)C(C(=O)OC)=C1
-1%,-5%,-4%,O=C(Nc1ccc(NC(=O)C2CC2)cn1)c1ccccc1
-27%,-3%,19%,O=C(Nc1ccc(C(=O)N2CCN(c3ccccn3)CC2)cc1)c1ccc(Br)o1
-18%,-1%,-5%,CC(=O)c1cccc(NC(=O)CC2S/C(=N/N=C3CCCCCC3)NC2=O)c1 (stereo unspecified)
13%,-14%,-12%,O=C(NCCNc1ccc([N+](=O)[O-])cc1C(F)(F)F)c1ccccc1F
22%,-6%,13%,COc1cc(NC(=O)c2cc(S(=O)(=O)N3CCCCC3)ccc2N2CCOCC2)cc(OC)c1
.,?,10%,CC1CCCCC1NC(=O)COC(=O)c1ccc2c(=O)n3c(nc2c1)CCC3 (stereo unspecified)
-1%,-7%,-10%,CCn1c(N2CCN(CC(=O)Nc3cccc(C)c3C)CC2)nc2ccccc21
7%,-3%,-15%,O=c1c(/C=N/O)coc2ccc3ccccc3c12
-8%,-13%,-6%,CCc1ccc(NC(=O)CN(C(=O)N2CCN(CC)CC2)S(=O)(=O)c2ccc(C)cc2)cc1
.,?,0%,CCN1CCN(S(=O)(=O)c2ccc3c4c(cccc24)C(=O)N3CC)CC1
4%,0%,0%,COc1ccc(CCNC(=O)CN(CCc2ccccc2)S(C)(=O)=O)cc1
5%,2%,6%,Cc1ccc(COC(=O)CCc2nc3ccccc3c(=O)[nH]2)cc1
10%,-8%,-8%,COCCCNC(=O)CSc1nc2c(sc(=S)n2-c2cc(Cl)ccc2OC)c(=O)[nH]1
-4%,-11%,0%,CNS(=O)(=O)c1ccc2c3c(cccc13)C(=O)N2C
1%,-1%,7%,CC(=O)Nc1ccc2c(c1)ncn2C
6%,-11%,-8%,O=C(CSc1ccc(-c2cccnc2)nn1)Nc1ccccc1
1%,-9%,1%,COc1ccc(-c2cc(C)no2)cc1S(=O)(=O)N(C)c1cccc(C)c1
2%,15%,3%,CCOC(=O)N1CCC(N(CCN(C)C)C(=S)Nc2cc(C)cc(C)c2)CC1
16%,-3%,-15%,O=S(=O)(c1ccccc1)N1N=C(c2ccccc2)CC1c1ccccc1 (stereo unspecified)
-3%,-1%,-11%,CC1CCN(CC(=O)N2c3ccccc3CCc3ccccc32)CC1
-2%,1%,-10%,Cc1c(C(=O)NCc2ccc3c(c2)cc(C)n3C)cccc1[N+](=O)[O-]
-12%,5%,-13%,Cc1ccc(NC(=S)NC(=O)/C=C/c2ccco2)c(O)c1

Part of the list above, limited to FEN1 inhibitor:
Structure	FEN1 inhibitor
C=CCOn1c(=O)c(=O)n(OCc2ccccc2)c2ccccc21	-7%
COCCN1C=C(C(=O)OC)C(c2ccc(OC)c(OC)c2)C(C(=O)OC)=C1	12%
O=C(Nc1ccc(NC(=O)C2CC2)cn1)c1ccccc1	-4%
O=C(Nc1ccc(C(=O)N2CCN(c3ccccn3)CC2)cc1)c1ccc(Br)o1	19%

This is a subset; the hit share may differ from the screen's.
